EBNA-1 inhibitor: blocks EBNA-1 binding to DNA. EBNA-1 DNA binding, fluorescence polarization. inhibition, % at 14.8 µM. 300,000 compounds, 0.34% hits; in the data active means inhibition above about 28%
PAFAH1B3 FP inh: PAFAH1B3 (human) inhibition; 340,000 compounds, 0.28% hits; AID 492972; recombinant PAFAH1B3, FP-rhodamine probe, fluorescence polarization; inhibition, % at 3.39 µM;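 active means inhibition above the screen-wide average of all tested compounds plus 3 SD, cut at about 25% in these data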;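 further: 0% = enzyme with DMSO only and 100% = wells lacking PAFAH1B3 protein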
Target sequence (Q15102 whole entry, looked up): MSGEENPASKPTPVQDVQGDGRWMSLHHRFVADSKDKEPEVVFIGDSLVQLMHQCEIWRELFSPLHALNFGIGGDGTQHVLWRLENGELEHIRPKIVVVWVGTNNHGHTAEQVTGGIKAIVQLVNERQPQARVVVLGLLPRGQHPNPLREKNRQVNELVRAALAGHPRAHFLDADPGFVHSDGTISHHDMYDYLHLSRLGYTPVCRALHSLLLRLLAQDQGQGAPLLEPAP
ZTA counter: counter-screen for EBNA-1 inhibitors: inhibitors of Epstein-Barr virus ZTA; P03206; ZTA-DNA binding, fluorescence polarization; inhibition, % at 11 µM; 320,000 compounds, 0.15% hits; AID 2234; in the data active means inhibition above about 33%
Target sequence (P03206 whole entry, looked up): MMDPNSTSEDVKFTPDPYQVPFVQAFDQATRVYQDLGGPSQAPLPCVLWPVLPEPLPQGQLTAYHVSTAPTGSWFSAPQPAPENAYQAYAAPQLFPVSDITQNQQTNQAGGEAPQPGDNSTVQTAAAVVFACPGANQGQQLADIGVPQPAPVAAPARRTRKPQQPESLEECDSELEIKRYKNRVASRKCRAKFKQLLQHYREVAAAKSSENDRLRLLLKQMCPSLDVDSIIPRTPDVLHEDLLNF
LYPLA1 inh: LYPLA1 (human) inhibition in PME1 counter-screen; recombinant LYPLA1, FP-Rh probe fluorescence polarization; inhibition, % at 5.9 µM; 320,000 compounds, 0.16% hits;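 active means inhibition above the mean of all tested compounds plus 3 SD, set per campaign, cut at about 14% in these data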;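 further: inhibitors block serine hydrolase probe labeling of LYPLA1 so polarization falls; 0% = enzyme with DMSO and 100% = wells lacking LYPLA1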
Target sequence (O75608 whole entry, looked up): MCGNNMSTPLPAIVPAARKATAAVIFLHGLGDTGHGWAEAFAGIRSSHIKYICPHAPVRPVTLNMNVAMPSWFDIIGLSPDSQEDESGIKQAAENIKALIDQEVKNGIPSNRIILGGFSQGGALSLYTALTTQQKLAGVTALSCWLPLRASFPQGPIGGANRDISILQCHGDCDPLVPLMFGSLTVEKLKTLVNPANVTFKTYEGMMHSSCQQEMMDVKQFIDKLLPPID
PREPL inh: human PREPL enzyme inhibition; Q4J6C6; recombinant PREPL, fluorescence polarization activity-based probe; inhibition, % at 5.96 µM; 320,000 compounds, 0.68% hits; in the data active means inhibition above about 43%;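 further: 0% = enzyme with DMSO and 100% = wells lacking enzyme; many of its hits are not listed in these tables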
LYPLA2 counter: blocks human lysophospholipase 2, a PME1 counter-screen; recombinant LYPLA2, FP-Rh probe fluorescence polarization; inhibition, % at 5.9 µM; 320,000 compounds, 0.38% hits;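 active means inhibition above the screen-wide mean plus 3 SD, limit set per campaign, cut at about 26% in these data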;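 further: 0% = LYPLA2 with DMSO and 100% = wells lacking LYPLA2 enzyme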
PAFAH2 FP inh: inhibitors of human PAFAH2; recombinant PAFAH2, FP-rhodamine activity probe, fluorescence polarization; inhibition, % at 3.39 µM; 340,000 compounds, 0.99% hits; AID 492956;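 active means inhibition above the mean over all tested compounds plus 3 SD, cut at about 30% in these data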;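 further: inhibitors block probe labeling of enzyme so polarization drops; 0% = enzyme with DMSO and 100% = wells lacking PAFAH2 protein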
GSTO1 counter: GSTO1 inhibition, counter-screen for RBBP9 inhibitors; recombinant GSTO1, activity-based probe fluorescence polarization; inhibition, % at 5.96 µM; 300,000 compounds, 1.1% hits;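 active means inhibition above the campaign mean inhibition plus 3 SD, cut at about 35% in these data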;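 further: 0% = GSTO1-1 with DMSO and 100% = wells lacking GSTO1-1 enzyme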
Target sequence (P78417 whole entry, looked up): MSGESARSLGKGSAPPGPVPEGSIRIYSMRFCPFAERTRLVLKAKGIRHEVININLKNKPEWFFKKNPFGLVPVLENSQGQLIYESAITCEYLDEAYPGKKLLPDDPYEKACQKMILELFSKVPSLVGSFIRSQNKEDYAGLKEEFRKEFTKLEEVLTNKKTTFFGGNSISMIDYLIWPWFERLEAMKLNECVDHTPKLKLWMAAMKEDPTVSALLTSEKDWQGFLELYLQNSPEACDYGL
PAD4 inh: PAD4 (human) enzyme inhibition; Q9UM07; recombinant PAD4, RCA probe fluorescence polarization; inhibition, % at 6.36 µM; 330,000 compounds, 0.41% hits;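 active means percent inhibition above a cutoff equal to the mean of all tested compounds plus 3 SD, cut at about 15% in these data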;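 further: 0% = PAD4 with RCA probe and DMSO and 100% = probe without PAD4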
An asterisk follows results filed as active; / = not tested or not shown. An excerpt, so the mix of outcomes need not match the whole.

SMILES	EBNA-1 inhibitor	PAFAH1B3 FP inh	ZTA counter	LYPLA1 inh	PREPL inh	LYPLA2 counter	PAFAH2 FP inh	GSTO1 counter	PAD4 inh
COc1ccc(OCC(=O)N2CCN(C(=O)c3ccco3)CC2)cc1	12	-1	-6	3	0	6	-6	-2	-4
COc1ccc(Cl)cc1NC(=O)CN1CCC(n2nnc3ccccc32)CC1	-4	4	1	15*	2	-3	-5	3	2
Cc1cc(C)nc(SCC(=O)Nn2cnnc2)n1	3	-6	8	-1	-3	0	6	-4	-3
CCN(Cc1ccccc1)C(=O)Cn1c(=O)n(CC(=O)NCc2ccco2)c(=O)c2sccc21	-1	10	-2	1	-3	5	-2	6	-3
CCOc1ccc(-n2c(=O)cc(N3CCN(c4ccc(F)cc4)CC3)[nH]c2=O)cc1	8	12	11	3	28	7	-19	6	-5
O=C(NN1CCOCC1)c1sc2cccc(F)c2c1Cl	1	3	3	3	0	2	-2	-2	1
CC(=O)c1ccc(-c2ccc(C(=O)NCC(c3ccc(F)cc3)N3CCOCC3)o2)cc1 (stereo not drawn)	7	3	3	-3	-19	-7	2	-4	-2
COc1ccc2cc(-c3ccn[nH]3)ccc2c1	-7	2	-10	-3	-34	-4	1	7	-3
CN(C)C(=O)c1cnc(Sc2ncc(C(F)(F)F)cc2Cl)n1C	-5	8	6	-3	-6	-2	-6	3	-3
CCN(C(=O)Cc1c(C(=O)O)n(C)c2ccccc12)c1cc(OC)ccc1OC	6	6	-7	0	-8	-1	-8	-2	-1
CC1(C)CC(=O)C(C=NCCN2CCNCC2)=C(O)C1	12	-13	8	-3	2	2	-7	2	1
O=c1[nH]c(CN2CCCCC2)nc2c1C1(CCCCC1)Cc1ccccc1-2	-3	0	-5	-2	17	2	-2	-6	0
O=C(O)Cc1sc(N/N=C\c2ccccc2)nc1-c1ccccc1	4	8	5	-4	-6	-1	13	-1	0
CCOc1ccccc1N1CCN(c2nc3ccccc3nc2C(C#N)C(=O)OC(C)C)CC1 (stereo not drawn)	-6	-2	-6	2	12	6	-6	10	-1
CCOC(=O)[C@H]1[C@H]2COc3ccc(Br)cc3[C@@H]2N2C(=O)CN(Cc3ccccc3)C(=O)[C@@]12C	/	0	-13	0	13	-1	4	/	-6

Sorted by length of the SMILES (falling): 4 of the compounds above.
SMILES	EBNA-1 inhibitor	PAFAH1B3 FP inh	ZTA counter	LYPLA1 inh	PREPL inh	LYPLA2 counter	PAFAH2 FP inh	GSTO1 counter	PAD4 inh
COc1ccc(Cl)cc1NC(=O)CN1CCC(n2nnc3ccccc32)CC1	-4	4	1	15*	2	-3	-5	3	2
COc1ccc(OCC(=O)N2CCN(C(=O)c3ccco3)CC2)cc1	12	-1	-6	3	0	6	-6	-2	-4
CC1(C)CC(=O)C(C=NCCN2CCNCC2)=C(O)C1	12	-13	8	-3	2	2	-7	2	1
COc1ccc2cc(-c3ccn[nH]3)ccc2c1	-7	2	-10	-3	-34	-4	1	7	-3

The listing continues.
SMILES	EBNA-1 inhibitor	PAFAH1B3 FP inh	ZTA counter	LYPLA1 inh	PREPL inh	LYPLA2 counter	PAFAH2 FP inh	GSTO1 counter	PAD4 inh
O=c1c2c(nc3nc(CCc4ccccc4)[nH]n13)CCC2	-8	12	-5	1	12	0	2	1	4
CCCC(C)NC(=S)NC(=O)c1cc(S(=O)(=O)N2CCOCC2)ccc1C (stereo not drawn)	-1	2	3	-4	-1	1	-2	-2	1
COc1cccc(NC(=O)NCc2ccccc2F)c1	3	5	-4	3	3	2	3	5	0
COc1cccc(CNC(=O)CCNS(=O)(=O)c2ccc3c(c2)oc(=O)n3C)c1	-9	0	-12	2	-2	12	2	10	0
CC1=C(C(=O)OCC2CCCCC2)C(c2ccccc2F)NC(=O)N1 (stereo not drawn)	7	/	-6	-1	12	-1	/	4	3
CC(C)CN(C1CCS(=O)(=O)C1)S(=O)(=O)c1ccc(C(C)C)cc1 (stereo not drawn)	2	7	-5	3	6	2	0	3	-5
CC(C)(C)c1ccc(OCc2ccc(C(=O)NN)o2)cc1	-18	8	-7	-3	9	-4	-2	-6	-1
C=CCNc1nnc(-c2ccncc2)s1	-2	3	-21	2	-3	5	9	-7	3
CC(C)CN(CC(C)C)C(=O)C12CCC(C)(C(=O)O1)C2(C)C (stereo not drawn)	-1	4	-14	1	-4	4	10	10	-4
COc1cc2c(cc1OC)C(c1ccc(-c3cc(Cl)ccc3Cl)o1)=NCC2	5	3	-1	-1	-12	-4	-10	-4	-1
CCCOc1ccc(CN(CCO)CCO)cc1C(=O)OC	-12	2	-2	6	12	2	-6	-2	-4
CCC/C=N/NC(=O)CNC(=O)c1ccccc1Cl	-2	8	-2	-1	-8	-1	-5	6	1
CCN(Cc1nc2cc(OC)c(OC)cc2c(=O)[nH]1)C(=O)c1ccc(S(=O)(=O)N(C)C)cc1	7	6	12	1	-2	4	-2	-1	2
CCOc1cc(/C=C2/NC(=S)NC2=O)ccc1OCc1ccc([N+](=O)[O-])cc1	3	-6	-4	-3	21	-1	0	-5	-2
Cc1ccc(NC(=O)c2c(F)cccc2Cl)cc1S(=O)(=O)N1CCOCC1	/	1	16	-2	7	-1	5	/	1
CC(NC(=O)CSc1n[nH]c(=O)[nH]c1=O)C1CC2CCC1C2 (stereo not drawn)	11	5	17	-1	-2	1	-3	24	-3
CC(=O)NCCc1c[nH]c2ccc(OCC(O)CNC(C)(C)C)cc12 (stereo not drawn)	-13	4	-7	-1	12	4	3	-1	-5
Cc1cccc(-n2c(SCC(=O)N3CC(=O)Nc4ccccc43)nc3ccccc3c2=O)c1	6	6	6	-5	1	-5	-2	-5	3
S=C(Nc1cc(Cl)cc(Cl)c1)N1CCCC1	1	0	1	3	6	18	-8	-4	-1
Cc1cc(C)cc(N(C(C)C(=O)NCc2ccc3c(c2)OCO3)S(C)(=O)=O)c1 (stereo not drawn)	9	9	5	2	4	-4	7	3	-2
Cc1ccc(NC(=O)CCN2CCC(C(N)=O)CC2)cc1	-4	2	-6	-2	11	-5	-14	2	4
COc1ccc(OCC(=O)Nc2ccc3oc(=O)ccc3c2)cc1	0	-1	-9	-6	5	6	-1	-1	2
O=C(NCc1ccco1)c1cc2sccc2n1Cc1ccccc1	-12	1	-6	-5	-2	-14	5	1	-1
CCOC(=O)C1(C)Oc2cccnc2NC1=O (stereo not drawn)	4	-7	2	-1	-1	5	-7	4	-6
COc1ccccc1-n1cnc2cc(NC(C)=O)ccc21	11	-7	2	-1	1	10	8	5	0
COc1ccc(CCNc2nc(-c3ccncc3)cs2)cc1OC	-4	2	1	2	11	1	4	8	-1
CCOC(=O)N1CCN(c2nc(-c3ccc(Cl)cc3)cs2)CC1	-10	-5	9	0	18	4	-2	-6	-14
C[C@@H]1CCCCCCCCCCC1=O	2	12	-6	1	-4	0	-9	3	-4
CC(C)c1ccc(C(=O)COC(=O)C(O)c2ccccc2)cc1 (stereo not drawn)	/	7	/	/	7	/	9	/	2
N#Cc1c(NC(=O)C(=O)NCCCN2CCOCC2)sc2c1CCC2	-6	14	6	3	18	7	-2	-3	-1

6 compounds out of the list above, sorted by the number in PAFAH2 FP inh, largest number first:
smiles	EBNA-1 inhibitor	PAFAH1B3 FP inh	PREPL inh	PAFAH2 FP inh	PAD4 inh
CC(C)c1ccc(C(=O)COC(=O)C(O)c2ccccc2)cc1 (stereo not drawn)	/	7	7	9	2
COc1ccccc1-n1cnc2cc(NC(C)=O)ccc21	11	-7	1	8	0
COc1ccc(CCNc2nc(-c3ccncc3)cs2)cc1OC	-4	2	11	4	-1
CCOC(=O)N1CCN(c2nc(-c3ccc(Cl)cc3)cs2)CC1	-10	-5	18	-2	-14
S=C(Nc1cc(Cl)cc(Cl)c1)N1CCCC1	1	0	6	-8	-1
C[C@@H]1CCCCCCCCCCC1=O	2	12	-4	-9	-4

Following part:
SMILES	EBNA-1 inhibitor	PAFAH1B3 FP inh	ZTA counter	LYPLA1 inh	PREPL inh	LYPLA2 counter	PAFAH2 FP inh	GSTO1 counter	PAD4 inh
Cc1ccccc1-n1c(O)c(C=NC2CCS(=O)(=O)C2)c2ccccc2c1=O (stereo not drawn)	-2	14	-8	-2	12	-4	7	4	4
COc1ccc2cc(C=NS(=O)(=O)c3ccc(C)cc3)n(C)c2c1	/	-1	1	0	9	-5	2	/	1
CCc1ccccc1NC(=O)Cn1nnc(C(=O)NCc2cccc(OC)c2)c1N	7	5	0	2	-7	-2	1	-4	1
O=C(Nc1ccc2oc(-c3ccncc3)nc2c1)c1ccc2c(c1)OCO2	2	2	50*	6	7	12	13	14	-3
Cc1ccc(S(=O)(=O)CCC(=O)Nc2nnc(-c3ccco3)o2)cc1	-7	2	6	-1	2	-4	-1	3	0
COc1ccc(C(=O)NCC(=O)OCc2csc(-c3ccccc3)n2)cc1	8	1	9	-1	-5	7	-5	1	3
COc1cccc(C(C)N(C)Cc2nc(-c3ccoc3)oc2C)c1 (stereo not drawn)	3	4	-1	3	1	1	5	-10	-7
O=C(Cc1n[nH]c(=O)[nH]c1=O)N/N=C/c1cccc(Cl)c1	0	-3	-5	-4	9	-3	-1	2	0
CCOC(=O)C(Cc1ccccc1)C(=O)NCc1cccnc1 (stereo not drawn)	-2	14	4	5	-8	4	2	4	1
O=C(Nc1ccc2c(c1)OCO2)Nc1ccccn1	-2	-2	5	3	4	4	3	7	2
Nc1c(C(=O)CCC(=O)O)oc2ccc(Cl)cc12	7	11	-2	0	6	3	-5	5	6
CC(C)c1ccc(Nc2nc(Cl)nc(Cl)n2)cc1	8	6	-10	1	-4	11	-3	-5	-6
Cc1ccc(S(=O)(=O)N(C)c2c(C)ccc(S(=O)(=O)N3CCN(C)CC3)c2C)cc1	-6	-6	0	4	5	1	3	-1	-2
CN1CCN(C(=O)CCN2C(=O)/C(=C\c3ccc(Cl)cc3)SC2=S)CC1	7	4	14	1	26	-8	0	13	-38
O=C1C2C3CCCC3=C3CCCC3C2C(=O)N1c1ccccc1 (stereo not drawn)	-10	3	-21	4	11	13	5	2	-1
O=C(CN1C(=O)CSC1=O)N1CCCCC1	0	8	-4	4	-6	4	-5	-4	1
COc1ccc(C2C(C(=O)Nc3cccnc3)=C(C)Nc3nc(-c4cccs4)nn32)cc1 (stereo not drawn)	-3	13	-3	-1	10	3	-7	2	-6
